Rac1 act GTP bind = modulators of GTP binding to human Rac1 activated mutant; P63000; GST-Rac1 activated beads, fluorescent GTP binding, flow cytometry; actives lie on both sides; 100% means binding = to untreated wells; percent activity (GTP binding), % at 10 µM; 190,000 tested, 0.11% active;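 active means GTP binding at least 20 percentage points away from the 100% baseline, in either direction, so actives lie on both sides; inconclusive means Compound likely fluorescent itself, or too few beads counted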
Rab7 wt GTP bind = alters GTP binding to wildtype dog Rab7. 190,000 tested, 0.055% active. GTP binding activity (percent of control), % at 10 µM. GST-Rab7 beads, fluorescent GTP binding, flow cytometry; actives lie on both sides; untreated = 100%, excess cold GTP = 0%;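 active means fluorescent GTP binding to Rab7 beads changed by at least 20 points from the 100% baseline, either direction, mostly lower; inconclusive means compound itself probably fluorescent, or too few beads counted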;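 further: median green fluorescence of bound Bodipy-FL-GTP per Rab7 bead population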
Rab2A wt mod = changes GTP binding to wildtype dog Rab2A, up or down | AID 760 | P61105 | GTP binding activity, % at 10 µM | GST-Rab2 wt beads, Bodipy-GTP binding, flow cytometry | 190,000 tested, 0.19% active;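 active means GTP binding activity at least 20 points away from 100%, either lowered or raised; inconclusive means signal likely due to the compound's own green fluorescence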;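 further: 0% = beads with excess unlabeled GTP and 100% = no-compound control corrected for plate trend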
HRas wt GTP bind = human HRas wildtype GTP binding, change in either direction; P01112; GST-Ras wt beads, Bodipy-FL-GTP binding, flow cytometry; actives lie on both sides; GTP binding activity, % at 10 µM; 190,000 tested, 0.14% active;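 active means GTP binding activity at least 20% away from the 100% baseline, either lowered as inhibitor or raised as activator; inconclusive means flagged as likely green fluorescent, judged across all proteins in the well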;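 further: 0% = unlabeled GTP competition control and 100% = no-compound control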
Target sequence (P01112 whole entry, looked up): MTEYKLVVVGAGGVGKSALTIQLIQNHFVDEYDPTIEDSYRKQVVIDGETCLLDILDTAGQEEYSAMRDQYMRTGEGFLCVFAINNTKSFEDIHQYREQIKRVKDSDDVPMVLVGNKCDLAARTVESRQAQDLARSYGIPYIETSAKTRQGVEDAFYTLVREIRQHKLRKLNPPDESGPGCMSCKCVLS
Bim-Bcl-W = human Bim-Bcl-W interaction inhibition | Q92843 | bead-based flow cytometry, Bim peptide-Bcl-W binding | 190,000 tested, 0.02% active | AID 952 | inhibition, % at 10 µM;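 further: 0% = bound tracer without compound and 100% = peptide blocker; higher means less fluorescent Bim peptide bound to Bcl-W beads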
Bfl-1 Bim block = inhibitors of Bim-Bfl-1 interaction, human | 190,000 tested, 0.12% active | Bead-based flow cytometry, Bim-Bfl-1 binding inhibition | AID 1008 | inhibition, % at 10 µM | Q16548;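 further: 0% = wells without compound plus tracer and 100% = blocker peptide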
Bim-Bcl-2 = inhibitors of Bim-Bcl-2 interaction, human. Bead-based flow cytometry, Bim peptide-Bcl-2 binding. inhibition, % at 10 µM. 190,000 tested, 0.06% active; in the data active means inhibition above about 40%; inconclusive means no clear call, values can overlap the other calls;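 further: 0% = no compound wells with probe peptide and 100% = reference peptide inhibitor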
Target sequence (P10415 whole entry, looked up): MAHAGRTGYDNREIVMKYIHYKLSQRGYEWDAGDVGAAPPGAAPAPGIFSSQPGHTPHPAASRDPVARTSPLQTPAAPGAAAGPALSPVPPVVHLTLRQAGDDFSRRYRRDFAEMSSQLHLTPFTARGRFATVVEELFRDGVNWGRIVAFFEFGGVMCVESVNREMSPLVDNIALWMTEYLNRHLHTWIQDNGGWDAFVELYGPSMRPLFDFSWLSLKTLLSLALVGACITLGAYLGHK
Bcl-B Bim block = inhibitors of Bim-Bcl-B interaction, human. inhibition, % at 10 µM. bead-based flow cytometry, Bim peptide-Bcl-B binding. Q9HD36. AID 951. 190,000 tested, 0.073% active;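 further: 0% = tracer peptide without compound and 100% = reference inhibitor peptide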
Target sequence (Q9HD36 whole entry, looked up): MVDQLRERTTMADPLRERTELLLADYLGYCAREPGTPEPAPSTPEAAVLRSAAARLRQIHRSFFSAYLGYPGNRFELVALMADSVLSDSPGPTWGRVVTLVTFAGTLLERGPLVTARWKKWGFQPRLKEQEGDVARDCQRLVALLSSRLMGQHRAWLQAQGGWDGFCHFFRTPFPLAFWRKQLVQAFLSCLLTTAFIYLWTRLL
Cdc42 wt = changes GTP binding to wildtype human Cdc42; P60953; GST-Cdc42 beads, Bodipy-GTP binding, flow cytometry; actives lie on both sides; 190,000 tested, 0.2% active; percent activity (GTP binding), % at 10 µM;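 active means percent activity GTP binding at least 20 points away from the 100% baseline, either down as inhibitor or up as activator; inconclusive means compound flagged as likely green fluorescent from well-wide comparison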;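 further: median bead fluorescence of bound Bodipy-FL-GTP at 100 nM; 0% = excess unlabeled GTP control and 100% = no compound control; below 100% means less GTP binding so inhibitor and above means activator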
Rac1 wt modul = modulators of human Rac1 wildtype GTP binding | GST-Rac1 beads, fluorescent GTP binding, flow cytometry; actives lie on both sides; 0 = cold GTP competed, 100 = untreated | GTP binding activity (% of control), % at 10 µM | 190,000 tested, 0.27% active | AID 757;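 active means GTP binding activity at least 20 points away from the 100% control level, either lower or higher; inconclusive means compound flagged as likely green fluorescent, judged across all proteins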
Bim-Bcl-XL = inhibitors of Bim-Bcl-XL interaction, human; Q07817; Bim peptide-Bcl-XL binding, bead flow cytometry, fluorescence; inhibition, % at 10 µM; 190,000 tested, 0.04% active; AID 1007
Target sequence (Q07817 whole entry, looked up): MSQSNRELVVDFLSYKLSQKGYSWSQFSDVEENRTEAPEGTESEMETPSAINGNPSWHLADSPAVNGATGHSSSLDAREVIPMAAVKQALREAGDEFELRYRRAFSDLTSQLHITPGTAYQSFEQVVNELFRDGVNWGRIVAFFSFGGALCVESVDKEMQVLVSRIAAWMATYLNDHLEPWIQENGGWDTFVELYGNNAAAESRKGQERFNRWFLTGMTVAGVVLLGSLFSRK
The depositor's hits bear a star; ? = inconclusive. Unless noted, no stated cut-off is given here; in the data, active means inhibition above about 40%.

SMILES	Rac1 act GTP bind	Rab7 wt GTP bind	Rab2A wt mod	HRas wt GTP bind	Bim-Bcl-W	Bfl-1 Bim block	Bim-Bcl-2	Bcl-B Bim block	Cdc42 wt	Rac1 wt modul	Bim-Bcl-XL
CCOC(=O)CCc1c(C)c2ccc(OCc3cc([N+](=O)[O-])ccc3OC)c(C)c2oc1=O	100	103	101	102	-4	3	-1	-6	104	108	-5
Cc1cc(C)cc(N2C(=O)CC(Sc3nnnn3-c3ccccc3)C2=O)c1 (stereo not given)	99	102	104	102	1	0	2	-2	104	101	1
COc1ccc(NC(=O)c2cncc(Br)c2)c(S(=O)(=O)N2CCOCC2)c1	105	103	108	106	-1	0	0	3	111	109	0
CCCN(CC1CC1)C(=O)CSc1ncnc2sccc12	93	95	95	96	-4	0	-2	-8	95	95	-2
COc1cc(SC)ccc1C(=O)Nc1cc(C)ccn1	92	95	97	96	-2	-6	-3	-2	95	96	-1
O=C(NCCSc1ccc(Cl)cc1)c1ccco1	97	100	101	99	-6	2	-2	-3	105	103	-4
Cc1ccc(-c2nn(-c3cc(N4CCNCC4)ccc3[N+](=O)[O-])c(=O)c3ccccc23)cc1	99	108	105	102	3	-1	-1	-4	103	105	-3
Cn1cccc1Cc1nnc(SCC(=O)N2CCCC2)n1CCc1ccccc1	97	97	97	96	-2	-3	-6	-3	97	97	0
c1ccc(Nc2nc(N3CCCCC3)nc(N3CCNCC3)n2)cc1	95	93	96	99	0	-4	0	-1	96	96	-3
CCN(CC)CCn1c(SCC(=O)NCc2ccco2)nc2c(sc3ccccc32)c1=O	97	104	100	103	-3	-2	-1	0	104	103	-10
COc1ccccc1N(C)S(=O)(=O)c1ccc(C(=O)N2CCC(C(N)=O)CC2)cc1	99	98	103	100	-5	-3	0	-2	100	107	-4
Cc1ccc(S(=O)(=O)/N=C(/c2ccccc2)N2CCOCC2)c(C)c1	93	101	96	95	2	-3	-4	-1	103	98	0
Cc1cccc(-c2c3c(=O)n(C)c(=O)n(C)c3cn2-c2ccccc2O)c1	98	98	99	101	-4	-1	-7	-3	103	103	-3
COc1cc2ncnc(NCc3ccc(C)o3)c2cc1OC	99	98	96	96	3	4	-2	0	91	95	1
CN(C)c1ccc(C(=S)NCc2ccco2)cc1	98	100	100	99	0	22	-8	-35	102	101	-2

Part of the list above in order of SMILES length, smallest number first:
SMILES	Rac1 act GTP bind	Rab7 wt GTP bind	Rab2A wt mod	HRas wt GTP bind	Bim-Bcl-W	Bfl-1 Bim block	Bim-Bcl-2	Bcl-B Bim block	Cdc42 wt	Rac1 wt modul	Bim-Bcl-XL
CN(C)c1ccc(C(=S)NCc2ccco2)cc1	98	100	100	99	0	22	-8	-35	102	101	-2
CCN(CC)CCn1c(SCC(=O)NCc2ccco2)nc2c(sc3ccccc32)c1=O	97	104	100	103	-3	-2	-1	0	104	103	-10
Cc1ccc(-c2nn(-c3cc(N4CCNCC4)ccc3[N+](=O)[O-])c(=O)c3ccccc23)cc1	99	108	105	102	3	-1	-1	-4	103	105	-3

The listing picks up with the 4 entries that preceded the break.
SMILES	Rac1 act GTP bind	Rab7 wt GTP bind	Rab2A wt mod	HRas wt GTP bind	Bim-Bcl-W	Bfl-1 Bim block	Bim-Bcl-2	Bcl-B Bim block	Cdc42 wt	Rac1 wt modul	Bim-Bcl-XL
Cc1ccc(S(=O)(=O)/N=C(/c2ccccc2)N2CCOCC2)c(C)c1	93	101	96	95	2	-3	-4	-1	103	98	0
Cc1cccc(-c2c3c(=O)n(C)c(=O)n(C)c3cn2-c2ccccc2O)c1	98	98	99	101	-4	-1	-7	-3	103	103	-3
COc1cc2ncnc(NCc3ccc(C)o3)c2cc1OC	99	98	96	96	3	4	-2	0	91	95	1
CN(C)c1ccc(C(=S)NCc2ccco2)cc1	98	100	100	99	0	22	-8	-35	102	101	-2
COc1ccc(NC(=S)Nc2ccccc2)c(OC)c1	93	102	95	95	2	5	1	0	91	96	-2
CC1CCN(c2c(NCC3CCC(C(=O)NCc4ccccc4)CC3)c(=O)c2=O)CC1 (stereo not given)	97	93	98	97	-3	0	-1	-3	101	99	-3
CN(C)c1ccc(C2=NOC(CN3C(=O)c4ccccc4S3(=O)=O)C2)cc1 (stereo not given)	97	92	97	97	4	5	8	0	100	99	-4
O=C(CN1CCC(Cc2ccccc2)CC1)NC(=O)NC1CCCCC1	96	106	98	100	-2	-5	-1	-4	95	102	-1
O=C(NNC(=O)C1CCCCC1)c1ccc(Br)cc1	98	95	98	98	0	-5	-4	-4	98	100	0
CC(C)(C)c1cc(NCCCn2ccnc2)n2ncc(-c3ccc(Cl)cc3)c2n1	98	101	99	99	-1	0	-2	0	99	103	-1
COC(=O)c1ccccc1NC(=S)N(Cc1ccc2c(c1)OCO2)Cc1cc2ccc(OC)cc2[nH]c1=O	102	99	102	104	-5	-2	-5	-4	106	105	-3
O=C1CC(NCc2ccc3c(c2)OCO3)C(=O)N1CCc1ccccc1 (stereo not given)	97	100	98	97	-2	-7	-4	-2	97	100	2
CC(C)COc1ccc(C(=O)NCc2ccco2)cc1	92	93	93	95	-5	-17	-12	-12	95	91	-10
COc1ccc(/C=C(\C#N)c2nc3ccc(C)cc3[nH]2)cc1Oc1ccc(C(F)(F)F)cc1[N+](=O)[O-]	89	94	94	97	-2	-12	-3	-6	94	95	-3
CCOC(=O)C1=NN(c2ccccc2)C2=NC(C)=C(C(=O)OC)C(c3ccc(C)cc3)N12 (stereo not given)	100	104	100	102	-5	-3	-6	-7	98	100	-8
CC(C)C(=O)Nc1ccc(Nc2ccccc2)cc1	93	89	93	92	0	0	0	1	92	92	-3
O=C(c1cccc(S(=O)(=O)N2CCCCC2)c1)N1CCc2ccccc21	101	96	98	98	-1	0	-4	-5	99	99	-4
O=C1CCC(=O)N1CN(C(=O)c1ccco1)c1ccccc1	101	99	99	102	2	1	0	-1	104	104	3
CCOC(=O)c1c(C)nc(C)c(C(=O)OCC)c1-c1ccc(OC)cc1	99	101	98	101	0	-13	-8	-2	100	104	-13
COc1ccc(Br)cc1/C=N/NC(=O)c1nc(-c2ccccc2)n2c1CCCCC2	99	97	103	103	-1	-4	-2	-3	101	99	-6
O=C(Cc1c(F)cccc1Cl)Nc1ccon1	100	101	101	102	0	-10	-7	-6	102	102	-6
COCCNC(=O)C1Cc2c(ccc3ccccc23)O1 (stereo not given)	96	97	96	98	0	-4	-6	-5	98	99	-2
COCCn1c(SCC(=O)NCCc2ccc(OC)c(OC)c2)nc2c([nH]c3ccccc32)c1=O	97	103	102	101	-2	-5	-4	-6	104	101	-2
CC1(C)C(=O)Nc2ccccc2N1C(=O)COC(=O)Cn1cnc2ccccc2c1=O	98	99	101	100	-9	1	-2	-4	100	103	-4
CC1(C)Oc2ccc(C(=O)NC3CC3)cc2N(CC(=O)N2CCOCC2)C1=O	100	103	101	102	-2	-2	-2	-2	102	102	-3
O=C(O)Cn1cc(C(=O)C2CC2)c2ccccc21	103	102	105	104	-1	-10	-4	-6	105	111	-2
C#CCNC(=O)C1=C[C@H](c2ccc(Br)cc2)[C@@H](CCCO)[C@H](OCC)O1	96	104	97	98	0	-4	-1	-1	98	99	-1
O=c1oc(-c2cccs2)nc2ccccc12	88	96	87	91	1	-4	0	1	89	87	0
O=C(c1ccc(NC(=S)Nc2ccc(F)cc2F)cc1)N1CCOCC1	95	97	95	98	-6	0	-8	-5	98	96	-6
O=[N+]([O-])c1cccc(/C=N/n2c(-c3cccnc3)n[nH]c2=S)c1	94	89	92	92	0	10	8	6	94	92	-2
COc1cccc(OCCn2ccnc2)c1	96	102	99	100	-2	-9	-8	-8	97	102	-6
COc1ccc(NC2=C(Cl)C(=O)N(c3ccccc3)C2=O)c(OC)c1	98	109	103	103	-2	3	-5	-12	97	104	-5
CC(=O)c1ccc(NS(=O)(=O)c2ccc3ccccc3c2)cc1	96	99	94	97	3	-2	0	2	98	101	0
O=C(CSc1ncc(C(F)(F)F)cc1Cl)N1CCN(S(=O)(=O)c2ccc3ccccc3c2)CC1	98	92	97	99	-1	-12	-3	-4	102	100	-4
Cc1nc(-c2ccc(NC(=O)/C=C\C(=O)O)cc2)cs1	97	105	100	100	-3	-2	0	-2	96	100	-3
COc1cc(/C=N/n2c(-c3ccc4c(c3)NC(=O)CO4)csc2=Nc2cccc(C)c2)ccc1O	99	97	97	99	0	3	-5	-8	100	104	-3
Cc1ccc(NS(=O)(=O)c2ccc(Br)cc2)nc1	93	101	97	96	1	-6	-5	-4	94	96	-2
CN1C(=O)c2ccccc2C(C(=O)NCCCN2CCCC2)C1c1c[nH]c2ccccc12 (stereo not given)	?	?	?	?	5	-5	0	0	?	?	-1
Clc1cccc(Cl)c1CSc1cc2c(nn1)-c1ccccc1CC2	98	103	98	99	-4	-4	-7	-4	100	102	-7
CCn1ccc(C(=O)Nc2c(C)nn(Cc3c(F)c(F)c(F)c(F)c3F)c2C)n1	99	100	99	98	-4	-2	-3	-9	101	104	-10
COc1ccc(S(=O)(=O)Nc2ccc3c(c2)OCO3)cc1OC	98	99	98	99	0	3	2	-2	99	99	0
CC(=O)N1CCN(C(=S)c2ccc(N(C)C)cc2)CC1	96	98	95	99	0	-2	-12	-32	99	97	-3

Four compounds from above, ordered by the value under Rac1 act GTP bind, descending.
mol	Rac1 act GTP bind
O=C(O)Cn1cc(C(=O)C2CC2)c2ccccc21	103
COC(=O)c1ccccc1NC(=S)N(Cc1ccc2c(c1)OCO2)Cc1cc2ccc(OC)cc2[nH]c1=O	102
COc1cc(/C=N/n2c(-c3ccc4c(c3)NC(=O)CO4)csc2=Nc2cccc(C)c2)ccc1O	99
COCCn1c(SCC(=O)NCCc2ccc(OC)c(OC)c2)nc2c([nH]c3ccccc32)c1=O	97
